Screening data as filed in PubChem.
TNAP inh no acc: inhibitors of human TNAP without phosphate acceptor; P05186; purified TNAP, CDP-star luminescence, 30 min; inhibition, % at 20 µM; 200,000 tested, 0.26% active;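 active means tissue-nonspecific alkaline phosphatase inhibition above about 50% at 20 µM in the single-dose screen, limit read from the data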;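 further: 0% = DMSO negative control and 100% = EDTA positive control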
Target sequence (P05186 whole entry, looked up): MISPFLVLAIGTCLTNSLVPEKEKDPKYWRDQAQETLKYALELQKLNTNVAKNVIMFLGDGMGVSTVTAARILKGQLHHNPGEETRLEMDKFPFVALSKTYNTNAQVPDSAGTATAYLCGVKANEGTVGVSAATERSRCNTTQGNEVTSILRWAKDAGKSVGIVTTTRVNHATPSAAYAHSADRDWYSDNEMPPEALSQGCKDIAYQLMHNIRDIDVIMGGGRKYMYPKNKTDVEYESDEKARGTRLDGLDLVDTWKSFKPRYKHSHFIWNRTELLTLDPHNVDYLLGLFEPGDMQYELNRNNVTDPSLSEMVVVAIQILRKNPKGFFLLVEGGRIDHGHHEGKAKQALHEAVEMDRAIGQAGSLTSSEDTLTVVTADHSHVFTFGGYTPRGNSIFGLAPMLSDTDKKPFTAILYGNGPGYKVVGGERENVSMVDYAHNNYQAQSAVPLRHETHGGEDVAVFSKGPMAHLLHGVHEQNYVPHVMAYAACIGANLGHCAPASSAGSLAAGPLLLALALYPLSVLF
S1P3 antag: antagonists of human S1P3 receptor. CHO S1P3 NFAT-BLA reporter, FRET fluorescence, antagonist mode. 170,000 tested, 0.27% active. AID 485. inhibition, % at 4.98 µM. Q99500;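 active means inhibition above the plate cutoff, the mean inhibition of test wells on that plate plus 3 SD, cut at about 28% in these data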;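 further: cells challenged with S1P at its EC80 of 0.8 µM; blue over green emission ratio from cleaved BLA substrate after 4 h stimulation; 0% = S1P-stimulated wells and 100% = unstimulated DMSO-only wells; some compounds past the cut are filed as inactive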
PMI act hi M6P: PMI (human) activation, high substrate | P34949 | coupled PMI enzyme assay, resazurin fluorescence, 20 min; hits give high values; 1 = untreated enzyme, 0 = substrate-free blank | activation factor at 20 µM | 190,000 tested, 0.34% active | AID 1216;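 active means activation factor of 2 or more at 20 µM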
Target sequence (P34949 whole entry, looked up): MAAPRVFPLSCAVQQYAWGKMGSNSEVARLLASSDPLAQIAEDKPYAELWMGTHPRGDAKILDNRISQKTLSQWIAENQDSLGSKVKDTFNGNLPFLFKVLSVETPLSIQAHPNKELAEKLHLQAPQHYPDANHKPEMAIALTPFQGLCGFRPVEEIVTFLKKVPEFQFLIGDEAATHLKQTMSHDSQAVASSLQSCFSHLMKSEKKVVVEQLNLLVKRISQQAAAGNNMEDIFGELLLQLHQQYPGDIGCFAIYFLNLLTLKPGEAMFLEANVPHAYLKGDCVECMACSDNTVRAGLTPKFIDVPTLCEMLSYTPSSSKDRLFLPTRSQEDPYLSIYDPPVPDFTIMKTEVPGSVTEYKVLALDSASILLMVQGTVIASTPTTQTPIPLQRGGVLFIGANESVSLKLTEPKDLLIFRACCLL
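Test system: human phosphomannose isomerase with PGI, G6PDH, diaphorase coupling enzymes / Doses: 20 µM compound, 1% DMSO / Times: enzyme reaction with compound 20 min at room temperature / Measured by: Diaphorase-driven resazurin-to-resorufin fluorescence, excitation 544, emission 590 nm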
Lmaj promast: inhibitors of Leishmania major promastigote growth; inhibition, % at 10 µM; Leishmania major promastigotes, resazurin fluorescence viability; AID 1063; 200,000 tested, 9% active; in the data active means inhibition above about 50%;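 further: promastigotes grown with compound for 44 hours at 28 °C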
Redox H2O2 prof: compounds producing H2O2 with reducing agent – biochemical, NIH compound library profiling, artefact control for MLSCN library redox annotation, primary screen; DTT-dependent redox cycling H2O2, phenol red/HRP absorbance; 100% = 100 µM peroxide control, 0% = buffer; activation, % at 10 µM; 200,000 tested, 0.03% active;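 active means activation of at least 50% relative to the plate's high and low controls in the primary single-dose screen; inactive means activation below 50%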;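 further: compound incubated with DTT at 0.8 mM final as the reducing agent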
RAM network inh: yeast RAM network inhibition; S. cerevisiae dse1pr::URA3 reporter, 5-FOA growth OD615, 2 d; analog-sensitive cbk1-as2 kinase mutant strain; 190,000 tested, 1.8% active; AID 868; inhibition, % at 50 µM;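 active means inhibition above a set limit, 3 SD over mean compound inhibition, cut at about 8.4% in these data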;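 further: 0% = DMSO-only wells with no growth and 100% = 10 µM 1-NA-PP1 full growth; inhibition rescues growth on 5-FOA so higher OD means more RAM inhibition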
PMI activator: increases human mannose-6-phosphate isomerase activity | purified human PMI, coupled resazurin fluorescence, 20 min; hits give high values; 1 = vehicle control, 0 substrate-free wells | activation factor at 20 µM | 190,000 tested, 0.005% active | AID 1214;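 active means activation factor of 2 or more at 20 µM, relative to plate controls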
Hsp70 act: switches on Hsp70 transcription | HeLa Hsp70 promoter luciferase reporter, luminescence; scaled: vehicle 0, proteasome-inhibitor control 100% | activation, % at 10 µM | 200,000 tested, 0.04% active | AID 1203;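 active means activation above the mean across all tested compounds plus 3 SD, cutoff set per campaign, cut at about 5.5% in these data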;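 further: 100% = MG132 at 30 µM as the positive control and 0% = DMSO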
TNAP inh hi DEA: blocks human TNAP under high phosphate acceptor concentration | P05186 | purified TNAP, CDP-star luminescence, 1 M DEA | inhibition, % at 20 µM | 200,000 tested, 0.03% active;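 active means over 50% inhibition of tissue-nonspecific alkaline phosphatase at 20 µM in the single-dose screen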;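 further: plate controls were DMSO wells for no effect and EDTA-quenched wells as full inhibition for full effect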
Efa HMGR inh: inhibitors of class II HMG-CoA reductase from Enterococcus faecalis | purified E. faecalis HMGR, NADPH absorbance 340 nm kinetic | inhibition, % at 10 µM | 190,000 tested, 0.41% active;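 active means inhibition above a set limit, the median over all tested compounds plus 3 SD, cut at about 9.5% in these data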;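 further: enzyme runs in reverse so mevalonate oxidation gives rising NADPH absorbance; 0% = complete reaction with DMSO and 100% = background rate lacking mevalonate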
The depositor's hits bear a star; nt = not tested or not shown.

Values run as follows: TNAP inh no acc	S1P3 antag	PMI act hi M6P	Lmaj promast	Redox H2O2 prof	RAM network inh	PMI activator	Hsp70 act	TNAP inh hi DEA	Efa HMGR inh
O=S(=O)(c1ccc(Cl)cc1Br)N1CCCCC1
 : -14	4	0.9	4	-0.9	-0.1	0.9	-0.1	-7	-3
CCOc1ccc(-c2nnn(CC(=O)Nc3ccccc3OC)n2)cc1OCC
 : -4	2	0.9	-8	-0.5	1.6	0.9	-0.4	-1	-7
CCn1cc(SCC(=O)Nc2cc(C)on2)c2ccccc21
 : -10	0	1	-4	-0.3	3.4	0.9	-0.3	-3	-6
CCCCNC(=O)Cc1coc2ccc3ccccc3c12
 : -12	nt	0.9	12	3.6	6.0	0.9	-0.3	-6	-3
Cc1nn(-c2ccccc2)c(N2CCCC2)c1/C=N/NC(=O)c1cc(-c2ccccc2)nc2ccccc12
 : 2	-11	1	36	0.3	2.0	1	-0.3	-1	1
[O-][n+]1cccc2ncc3cscc3c21
 : 2	5	1	-6	-0.2	1.1	1.1	-0.5	5	-1
CCCN(CCC)c1nc(Cl)nc(NCc2ccco2)n1
 : -5	nt	1.1	0	1.7	3.6	0.8	-0.4	0	-2
Cc1ccc(N2C(=O)CSC2c2c(F)cccc2Cl)cc1 (centres undefined)
 : -12	nt	0.9	4	0.1	-1.1	0.9	0.0	-7	-1
COc1ccc(C(=O)n2nc(C)cc2C)cc1OC
 : 2	-19	1	-9	0.5	0.3	1	-0.3	0	-3
CCN=C1S/C(=C\c2cn(CC(=O)NCCOC)c3ccccc23)C(=O)N1CC
 : -4	-7	1	17	-0.1	-0.2	1	-0.2	-2	-3
Cc1cccc(C2Nc3ccccc3C(=O)N2c2ccccc2)n1 (centres undefined)
 : 3	17	1.1	2	-1.6	-0.3	1	-0.2	7	-1
COc1ccc(-c2nnn(CCC(=O)O)n2)cc1
 : -4	nt	0.9	-3	0.2	0.5	0.9	0.6	1	-3
O=C(/C=C/c1ccccc1)NC(NC(=S)Nc1ccc(Cl)cc1Cl)C(Cl)(Cl)Cl (centres undefined)
 : -7	-4	0.9	59*	1.0	5.6	0.9	-0.2	-2	0
COC(=O)c1cc2c([nH]c3ccccc32)c(C)n1
 : -7	16	1.1	1	1.6	2.3	1.1	0.0	-7	-4
COc1ccc(CNC(=O)CCCN2C(=O)c3ccccc3C2=O)cc1
 : -6	-2	1	-6	0.1	4.3	0.9	-0.2	-1	2
CCOc1ccc(NC(=O)c2ccc3c(c2)N(Cc2ccc(F)cc2)C(=O)CS3=O)cc1 (centres undefined)
 : -11	0	0.8	10	0.2	5.9	0.8	0.1	1	-1
O=C(CCNS(=O)(=O)c1cccs1)N1CCc2ccccc2C1
 : -5	20	0.8	-7	1.6	1.7	0.9	-0.3	1	-7
COc1ccc(-c2ccc(=O)n(Cc3ccc([N+](=O)[O-])cc3)n2)cc1
 : -6	-6	0.9	7	-0.8	3.0	0.9	-0.2	-4	-2
CC(NC(=O)Nc1ccc(F)cc1)C(c1cccs1)N1CCCC1 (centres undefined)
 : -8	1	1.1	-2	-0.1	0.8	0.9	-0.4	-1	3
Cc1ccc(CSc2nnc(C)c(=O)[nH]2)cc1
 : 7	-3	1.2	-10	-0.3	3.3	1.2	-0.3	-1	0
N/C(=N\OC(=O)c1cccc(F)c1)c1ccccc1
 : -7	nt	1	1	0.5	-1.1	0.9	0.5	-2	-3
COc1ccc(-c2nc3ccccc3c(=O)n2CCN2CCOCC2)cc1
 : -15	20	1	4	3.3	1.2	0.9	-0.3	-5	-5
O=C(Nc1ccccc1NC(=O)C1CCCO1)c1ccco1 (centres undefined)
 : -8	11	0.5	-5	-0.4	0.4	0.8	0.0	-4	2
O=c1cc(N2CCN(c3ccc(F)cc3)CC2)[nH]c(=O)n1Cc1ccc(F)cc1
 : 8	nt	0.9	-4	-1.3	2.6	0.9	-0.1	1	-4
OCCOCCn1c2ccccc2c2ccccc21
 : -3	-31	0.9	1	-0.9	-0.3	0.9	0.6	-5	-4
CN(C)c1nc(N)nc(-c2ccco2)n1
 : -13	-8	0.9	-6	-0.5	1.4	0.9	-0.5	-4	-7
CCOC(=O)c1c(CSc2ccccc2)n(C)c2ccc(O)c(CN3CCOCC3)c12
 : -3	-23	0.8	22	-2.4	-0.5	0.9	-0.1	0	-2
Cc1ccc(C)c(-n2c(Cc3cc(=O)[nH]c(=O)[nH]3)nnc2SCC(=O)NCc2ccco2)c1
 : nt	-39	nt	-4	-0.5	nt	nt	0.1	nt	nt
CCn1nnc(-c2ccccc2NC(=O)c2cc(OC)c(OC)c(OC)c2)n1
 : -5	7	0.9	14	-0.6	5.5	0.9	-0.5	-6	-2
CCOc1ccc(N(Cc2cc3cc(OC)ccc3[nH]c2=O)C(=O)C2CCCO2)cc1 (centres undefined)
 : 0	-10	0.9	5	0.0	0.0	0.9	-0.2	-3	5
O=C(NC12CC3CC(CC(C3)C1)C2)N1CCN(c2ncccn2)CC1
 : -5	-4	1	-5	-0.2	0.8	1	-0.2	-7	3
S=C(N/N=C/c1ccc(Cl)cc1)N1CCOCC1
 : -1	2	1.1	17	-0.5	1.4	1	-0.1	0	-2
Cc1ccc(-n2c(SCC(=O)Nc3cc(S(=O)(=O)N4CCOCC4)ccc3Cl)nc3ccccc3c2=O)cc1
 : -17	3	1.1	32	-0.1	1.0	1	-0.3	-1	-1
O=C(NNC(=O)NC1CCCCC1)NC1CCCCC1
 : -12	-1	1	-8	-0.1	5.1	1	-0.3	-4	0
CCCc1cc(C(=O)NCCc2ccc(OC)c(OC)c2)no1
 : -10	-33	1	-2	-0.8	2.0	0.9	-0.2	-5	3
CCCCc1c(O)nc(SCC(=O)O)[nH]c1=O
 : -12	-9	1.1	-11	0.0	-1.0	1	0.1	-6	-1
CCN(CC)c1ccc(S(=O)(=O)Nc2cc(Cl)ccc2Cl)cc1NC(=S)NC(=O)C1CCCC1
 : -4	-1	0.9	56*	-0.7	5.6	0.8	-0.1	-4	-4
CCn1c2ccccc2c2cc(C3N=C(N)Nc4nc5ccccc5n43)ccc21 (centres undefined)
 : -5	-8	1	-1	1.9	-1.4	1	0.0	-2	-5
O=C(/C=N/NC(=O)c1ccccc1Br)c1ccccc1
 : -7	-9	1.1	1	-0.2	3.3	1	-0.2	-1	3
CN1c2ccsc2/C(=N/Nc2ccc(F)cc2)CS1(=O)=O
 : -27	-24	1.5	29	-1.4	2.5	1.3	0.5	-4	-3
CCOC(=O)c1cc(-c2ccccc2)sc1NC(=O)c1cc(OC)c(OC)c(OC)c1
 : -17	-8	0.9	46	1.2	4.3	0.9	-0.2	-4	-4
CCSc1nnc(NC(=O)CSC2=NCCS2)s1
 : -7	3	1	-1	-0.6	0.8	1.1	-0.2	-2	0
CCCCCCCCCCS(=O)(=O)N/N=C/c1ccccc1OC
 : 2	2	0.9	20	-0.1	0.8	0.9	-0.5	-1	-2
CCC(=O)c1ccc(OCC(O)CN2CCN(c3cccc(C(F)(F)F)c3)CC2)cc1 (centres undefined)
 : 2	17	0.8	14	0.1	-1.2	0.8	-0.5	-1	-1
Cc1nc(OCc2c(C)noc2C)c2ccccc2n1
 : -9	-9	1	-6	-0.1	0.8	1	-0.3	-4	-1
CCOC(=O)Cn1nc(C)c(NC(=O)CCc2ccc(OC)cc2)c1C
 : -7	-4	1	-5	0.1	2.4	1.1	-0.4	0	-5
Cc1cc(/C=C/C(=O)O)c(C)n1-c1ccc(Cl)cc1
 : 1	-3	1	2	-0.6	3.4	1	-0.2	-7	-5
CCOC(=O)C1CCCN(C(=O)C2CCN(S(=O)(=O)c3cccs3)CC2)C1 (centres undefined)
 : -23	nt	1.1	-4	-0.2	1.8	1	-0.1	-3	2
O=C(Nc1ccccc1)C1=C(O)CC(c2ccco2)CC1=Nc1ccccc1 (centres undefined)
 : 2	40	0.9	3	-9.3	1.1	1	-0.3	-1	-8
Cc1cccc(CCNC(=O)C2CCN(S(=O)(=O)c3c(C)nn(C)c3C)CC2)c1
 : -4	-7	0.9	0	0.7	1.1	0.9	0.1	-3	4
O=S(=O)(c1ccc(NC(=S)NCc2ccco2)cc1)N1CCCC1
 : -15	-9	1	52*	-0.5	3.5	0.9	-0.6	-4	0
O=C(CN1CCCC1)Nc1c2c(nc3ccccc13)N(Cc1ccccc1)CC2
 : -3	nt	1.2	51*	0.0	-0.5	1	-0.1	-6	0
Cn1nc(C(=O)Nc2ccc(S(=O)(=O)N3CCOCC3)cc2)c2ccccc2c1=O
 : -11	18	0.9	2	0.5	4.2	0.8	0.0	-5	-1
CC(=O)N=c1sc2cc(C)ccc2n1C
 : -6	7	1.1	1	-0.3	1.7	1.1	0.0	-7	0
Cc1ccnc(NS(=O)(=O)c2ccc(NS(=O)(=O)Cc3ccccc3)cc2)n1
 : 2	nt	1	-3	0.4	0.8	1	0.4	-6	-6
Cc1[nH]c2ccccc2c1C1=NNC(=Nc2ccc(F)cc2)SC1
 : 4	4	0.9	3	6.4	4.8	0.9	-0.1	2	3
COc1ccc(Cl)cc1NC(=O)CN(C1CCCCC1)S(C)(=O)=O
 : 0	-24	0.9	-3	0.1	1.2	0.9	-0.3	2	-2
CCn1cc(CNC(=O)c2c(-c3c(Cl)cccc3Cl)noc2C)c(C)n1
 : -2	-1	1	-3	-0.7	1.5	1	-0.5	-8	-1
CCCOc1ccc(NC2=CC(=O)CC(C)(C)C2)cc1
 : -6	nt	1	-1	-0.2	2.9	1	-0.4	-2	2
C/C(CC(=O)Nc1ccc(Cl)c(C(F)(F)F)c1)=N\NC(=O)c1ccccc1O
 : -11	-14	1.3	-10	-0.6	1.6	1.2	-0.4	0	-4

More structures follow:
Values run as follows: TNAP inh no acc	S1P3 antag	PMI act hi M6P	Lmaj promast	Redox H2O2 prof	RAM network inh	PMI activator	Hsp70 act	TNAP inh hi DEA	Efa HMGR inh
Cn1c(=O)[nH]c(=O)c2c1nc(N1CCCCCC1)n2CCCSc1nnnn1-c1ccccc1
 : -6	5	0.9	46	-0.7	2.8	0.9	-0.1	-3	-1
COC(=O)c1cc(NC(=S)N2CCN(C(=O)C3CCCO3)CC2)cc(C(=O)OC)c1 (centres undefined)
 : -13	-11	1.1	-5	1.0	1.7	1	-0.1	-8	1
COCCOC(=O)C1=C(C)Nc2nc(C)nn2C1c1ccc(F)cc1 (centres undefined)
 : -9	-18	1	4	-0.6	-0.1	0.9	-0.1	-2	1
CCCCn1c(SCC(=O)N2c3ccccc3Sc3ccccc32)nc2c1c(=O)n(C)c(=O)n2C
 : -5	nt	1	78*	1.4	4.6	0.9	-0.4	0	3
COc1ccc(N2CCN(C(=O)CCCCn3c(=O)[nH]c4ccsc4c3=O)CC2)cc1
 : -9	-26	0.9	-3	0.2	0.3	1	0.0	-4	-1
CC(C)(C)c1ccccc1OCC(=O)Nc1ncn[nH]1
 : -82	-9	1	3	-0.4	3.3	1	-0.3	-8	-2
